GSK3A inh: blockers of GSK3A enzyme activity – biochemical, luminescence, cell-free homogeneous, HTS, primary screen. hit rate 0.1% among 320,000. GSK-3 alpha kinase, ADP-Glo luminescence, 60 min. AID 2650, 2010. inhibition, % at 10 µM. Glycogen synthase kinase-3 alpha (Homo sapiens), P49840;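 in the data active = inhibition above about 50%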;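 also: GST-tagged GSK-3 alpha with peptide substrate and 25 µM ATP; 0% = DMSO neutral wells and 100% = GW8510 positive control wells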
Target sequence (P49840 whole entry, looked up): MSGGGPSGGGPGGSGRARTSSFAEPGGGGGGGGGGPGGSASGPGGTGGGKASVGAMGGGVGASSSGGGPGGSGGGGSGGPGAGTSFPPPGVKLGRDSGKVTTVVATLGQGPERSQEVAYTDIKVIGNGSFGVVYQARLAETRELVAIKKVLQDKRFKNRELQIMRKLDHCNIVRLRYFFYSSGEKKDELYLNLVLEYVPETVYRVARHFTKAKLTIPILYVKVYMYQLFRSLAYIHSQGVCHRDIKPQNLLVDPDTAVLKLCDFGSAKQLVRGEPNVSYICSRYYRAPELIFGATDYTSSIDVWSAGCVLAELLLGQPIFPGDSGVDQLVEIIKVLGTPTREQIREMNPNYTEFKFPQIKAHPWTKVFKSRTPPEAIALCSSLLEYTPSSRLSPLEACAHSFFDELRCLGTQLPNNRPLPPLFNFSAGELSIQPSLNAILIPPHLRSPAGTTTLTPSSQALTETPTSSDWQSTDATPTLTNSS
HSF1 activator: HSF-1 activators, primary screen, NIH3T3-HGL cells, MG132 stress, luminescence, single point; NIH3T3-HGL HSF-1 luciferase reporter, 8 h; 100% = twice DMSO control signal; activation, % at 9 µM; hit rate 1.7% among 300,000; AID 504408, 2011;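 active = mean replicate activation of at least 50% with a set share of replicates each reaching 50%; inconclusive = only one of those two conditions met; inactive = mean below 50% and too few replicates reaching it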;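 also: 0% = median of the neutral control wells and 100% = twice that signal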
GSK3beta inhib: human GSK3beta kinase inhibitors, primary screen, biochemical, cell-free homogeneous, HTS; Glycogen synthase kinase-3 beta (Homo sapiens), P49841; GST-GSK3beta kinase, ADP-Glo luminescence, 60 min; active compounds read low; activity score (negative = inhibition), % at 10 µM; hit rate 0.038% among 300,000; AID 2097, 2009;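 active = more than half of replicate wells score below -50%, meaning over 50% inhibition versus plate controls; inconclusive = some replicates but at most half score below -50%; inactive = no replicate scores below -50%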;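 also: 0% = median DMSO wells and -100% = median GW8510 positive control wells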
Target sequence (P49841 whole entry, looked up): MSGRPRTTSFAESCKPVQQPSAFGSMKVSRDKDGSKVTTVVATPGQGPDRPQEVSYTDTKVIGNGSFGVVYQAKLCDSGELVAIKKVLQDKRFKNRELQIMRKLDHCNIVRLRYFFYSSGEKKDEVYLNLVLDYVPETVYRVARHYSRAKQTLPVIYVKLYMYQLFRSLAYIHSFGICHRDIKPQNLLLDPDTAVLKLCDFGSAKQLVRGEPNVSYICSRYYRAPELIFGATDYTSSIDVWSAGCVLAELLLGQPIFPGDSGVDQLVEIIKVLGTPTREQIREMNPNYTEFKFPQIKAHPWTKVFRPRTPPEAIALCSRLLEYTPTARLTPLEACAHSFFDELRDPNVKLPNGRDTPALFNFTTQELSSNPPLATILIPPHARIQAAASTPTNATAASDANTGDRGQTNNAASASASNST
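Assay system: GST-fused GSK3beta enzyme, cell-free / Medium: Tris pH 7.5 buffer with MgCl2, DTT, BSA, heparin / Also added: peptide substrate plus 25 µM ATP (final) / Compound: 10 µM single point / Timing: kinase reaction with compound 60 min at room temperature / Detection: ADP-Glo luminescence / Benchmarks: DMSO neutral wells and GW8510 at 20 µM as positive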
HSF1 inh: HSF1 inhibitors in luciferase reporter cells, primary screen, cell-based, NIH3T3, luminescence. NIH3T3-HGL HSE-luciferase, MG132-induced, luminescence 8 h; active compounds read low. activity change, negative = inhibition, % at 7.5 µM (by protocol). hit rate 0.77% among 300,000;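 active = more than half of replicate wells show activity change below -50%, luminescence cut by over half; inconclusive = some wells, but at most half, below -50%; inactive = no replicate well below -50%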;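 also: luciferase reports HSF-1 transcriptional activity via heat shock element; 0% = median of DMSO wells and -100% = zero luminescence signal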
IEC-6 tox: cytotoxicity in IEC-6 intestinal epithelial cells, primary screen, cytotoxicity control for KLF5 inhibitor project, cell-based, luminescence; AID 1825, 2009; IEC-6 cytotoxicity, luminescence viability; inhibition, % at 5 µM; hit rate 0.78% among 290,000; in the data active = inhibition above about 22%;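 also: 0% = plate median of test compound wells and 100% = cytotoxic reference compound wells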
AI-2 QS mod: Vibrio harveyi AI-2 quorum sensing modulators, primary screen, JMH597 strain, luminescence/OD600 ratio; hit rate 0.4% among 300,000; Vibrio harveyi JMH597 AI-2 luminescence/OD600 ratio, 9 h; active compounds read low; strain lacks LuxN and CqsS sensors; 0 = neutral-control median; activity change, % at 7.5 µM; in the data active = activity change below about -75%, passing the limit was not always enough; inconclusive = no clear call, values can overlap the other calls;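 also: luminescence divided by OD600 gain over 9 h not by final OD600 alone; inactives centre near 13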
HSP90 inh: HSP90 inhibitors, primary screen, cell lysate, luminescence; Heat shock protein HSP 90 (rabbit reticulocyte lysate; luciferase refolding); Rabbit reticulocyte lysate, luciferase refolding luminescence, 3 h; inhibition, % at 5.6 µM; hit rate 0.91% among 290,000;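 active = inhibition above the screen-wide mean plus 3 SD, computed separately per campaign, cut at about 16% in these data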;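 also: 0% = DMSO wells and 100% = 60 µM geldanamycin wells; inhibitors lower the luminescence because luciferase stays unfolded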
aSyn UTR inh: MLPCN primary screen, SNCA 5' untranslated region; hit rate 0.82% among 300,000; alpha-synuclein 5'UTR reporter, inhibitor activity; inhibition, % (tested at 7.5 µM); AID 1813, 2009; in the data active = inhibition above about 60%; inconclusive = no clear call, values can overlap the other calls;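 also: H4 neuroglioblastoma cells stably carrying SNCA 5'UTR luciferase fusion; 0% = DMSO wells and 100% = positive control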
HIF activator: HIF pathway transcriptional activators, primary screen, cell-based, U2OS HRE-luciferase, luminescence; U2OS HRE-luciferase reporter; normalized: DMSO 0%, desferrioxamine 100%; activation, % at 7.5 µM (by protocol); hit rate 0.32% among 300,000; AID 1910, 2009;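 active = mean activation of at least 10% of the iron chelator positive control signal, with at least half of replicates also reaching 10%; inconclusive = mean and replicate majority disagree about reaching 10%; inactive = mean and most replicates under 10%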
KLF5 inh: KLF5 expression inhibitors, primary screen, DLD-1 cells, luminescence | DLD-1 KLF5 promoter-luciferase reporter | inhibition, % at 5 µM | hit rate 0.23% among 290,000;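 active = inhibition above a per-plate limit of that plate's mean compound inhibition plus 3 SD, cut at about 60% in these data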;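 also: 0% = DMSO wells and 100% = LY294002 at 200 µM; higher means less KLF5 promoter-driven luciferase light; inactives centre near -14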
* marks the source's active call; other numbers are inactive results; ? = inconclusive; / = not tested or not shown.

SMILES	GSK3A inh	HSF1 activator	GSK3beta inhib	HSF1 inh	IEC-6 tox	AI-2 QS mod	HSP90 inh	aSyn UTR inh	HIF activator	KLF5 inh
COc1ccc(/C=C(\NC(=O)c2ccc(OC)cc2)C(=O)Nc2ccc(C(=O)O)cc2)cc1	-2	3	3	-6	-5	10	-5	2	-23	0
CS(=O)(=O)c1ccc(CNC(=O)C2(C(F)(F)F)CC(CCCO)CCCO2)cc1 (stereo unspecified)	2	-6	-5	1	/	7	/	42	0.7	/
Cc1cc(C)n(-c2nc(C)nc3c2cnn3-c2ccccc2)n1	2	7	-1	0	2	13	-4	-50	2.2	-16
Cc1ccc2nc(NC(=O)c3ccc(NS(=O)(=O)c4cccs4)cc3)sc2c1	0	18	1	21	2	20	-8	-130	2.0	-13
COc1ccc(OC)c(NC(=O)c2nc(S(=O)(=O)Cc3ccccc3)ncc2Cl)c1	-2	-95	-2	-94*	75*	0	1	99*	-5.5	45
O=c1c2cnn(-c3ccc(F)cc3)c2ncn1Cc1ccc(F)cc1	3	9	0	-11	-4	13	-1	-18	-0.2	-19
Oc1sc(C=Nc2ccccc2)c2ccccc12	0	23	1	16	5	5	3	-254	1.1	-75
COC(=O)CSc1nc2sc(C)c(C)c2c(=O)n1C	0	-5	3	-5	2	40	-2	-6	-0.4	-17
COc1ccc(C(=O)Nc2ccc(NC(=O)C3CC3)cn2)cc1	1	29	-4	4	-2	27	-1	-46	0.8	-14
COc1ccc(S(=O)(=O)N2CCOC2CNC(=O)C(=O)NCCCN2CCOCC2)cc1 (stereo unspecified)	0	-5	1	2	-3	12	0	-19	0.0	-8
CCCc1cc(=O)[nH]c(SCc2nc3ccccc3s2)n1	-5	62*	2	19	-6	10	0	-11	0.4	-35
COc1ccccc1CNC(=O)C/C(C)=N/NC(=O)Cc1ccccc1	-1	21	-8	4	4	6	4	-3	-0.4	-60
O=C(O)CC1(CC(=O)Nc2cccc(C(=O)O)c2)CCCC1	-2	-9	-2	-10	-1	26	-6	3	-7.6	-75
COc1ccc(Oc2ccc(-c3ccn[nH]3)cc2)cc1	-1	19	-5	8	-4	?	2	-76	2.6	-65
Cc1cccc(Cl)c1NC(=O)N1CCN(c2ccnc3cc(Cl)ccc23)CC1	2	8	2	-11	1	12	-6	17	-0.4	-1
Cc1cc(=O)n2[nH]c(NCc3ccccc3F)nc2n1	0	8	1	11	6	20	3	11	-0.1	-15
O=C(O)c1ccc(OCc2cn3ccccc3n2)cc1	-4	11	-1	-1	8	15	-1	-34	0.2	-13
O=C(C1CC1)N1CCN(c2ccnc3cc(Cl)ccc23)CC1	/	-5	-1	-8	-7	13	-6	13	-0.1	-18
O=C(Cc1ccc(Cl)cc1)Nc1ccc(-c2cc3ccccc3oc2=O)c(Cl)c1	2	-4	-2	-2	48*	28	-1	96*	-0.6	52
COc1ccc(NC(=O)CCN2CCOCC2)c(OC)c1	-1	-3	-25	-1	1	28	2	10	0.3	-9
CCN(C(=O)COC(=O)c1ccccc1Cc1ccccc1)C1CCS(=O)(=O)C1 (stereo unspecified)	1	8	4	0	/	12	/	4	-0.4	/
CC1(C)c2[nH]c3ccccc3c2C[C@H]2C(=O)N(CCCO)CC(=O)N21	-2	6	0	-8	-3	12	-1	7	0.0	-5
CCc1ccc(C(N)=S)cc1	0	-2	-2	-1	-3	2	5	-27	-0.6	11
CCN(CC)CCNC(=O)c1ccc(NC(=O)c2cc(-c3ccco3)nc3ccccc23)cc1	-3	8	1	-5	-1	12	-7	24	-0.7	-16
O=C(Nc1nccs1)c1nc(-c2ccccc2)n(-c2ccccc2)n1	-3	13	3	-1	-7	23	1	16	-0.1	2
O=c1nc(Nc2ccccc2)oc2ccccc12	-4	30	1	9	5	13	-1	-49	1.5	-127
Cc1ccc(S(=O)(=O)CCSc2cccc(C(=O)Nc3ccccc3C(=O)O)c2)cc1	-1	4	2	3	7	2	-1	-11	0.1	6
COc1ccc(-c2cc(C)no2)cc1S(=O)(=O)N1CCN(c2ccccc2F)CC1	3	-17	4	3	-7	43	-2	12	-0.3	-19
Cc1cc(N2C(=O)C(O)=C(C(=O)c3cc4ccccc4o3)C2c2ccc(Cl)cc2)no1 (stereo unspecified)	0	5	-2	0	2	12	-7	-7	-0.1	-12
COc1ccc2cc(C(c3nnnn3CC3CCCO3)N3CCOCC3)c(=O)[nH]c2c1 (stereo unspecified)	3	4	-1	-11	0	12	0	5	-0.6	-15
CCOc1ccccc1CN1CCCC(CNS(=O)(=O)c2ccc(OC)cc2)C1 (stereo unspecified)	-1	13	/	3	0	18	2	-5	0.3	-24
CCOc1ccc(N2CC(C(=O)NCCc3c[nH]c4ccc(C)cc34)CC2=O)cc1 (stereo unspecified)	-1	-64	1	-58*	-3	4	1	15	0.0	0
COc1ccc(C2CC(c3ccc4ccccc4c3)=NN2C(=O)CN2CCC(C(N)=O)CC2)cc1 (stereo unspecified)	/	36	3	31	5	6	1	-134	2.4	-19
CCOC(=O)C1CCN(C(=O)NC23CC4CC(CC(C4)C2)C3)CC1	-1	16	-4	-4	2	21	-2	-12	/	-14
Cc1ccc(-n2c(C)nnc2SCC(=O)NC2CC2)cc1	-1	-45	1	-25	3	17	-4	-17	0.0	-1
c1ccc(Cc2c[nH]c3ccccc23)cc1	-1	8	1	-3	-1	-8	0	9	-0.5	-60
Cc1ccccc1CN1CCN(C(=O)c2cc(-c3ccncc3)nc3ccccc23)CC1	0	19	-4	-6	1	10	3	-2	0.5	-43
Cc1cc(=O)n2nc(N3CCC(C(=O)NCC(C)c4ccccc4)CC3)sc2n1 (stereo unspecified)	2	-1	1	2	1	3	3	7	0.1	-4
O=C(COc1ccc([N+](=O)[O-])cc1)Nn1cnnc1	-1	-6	-2	-4	2	18	0	9	-0.1	9
CCN(CC)c1ncnc2c1[nH]c1ccccc12	0	-8	2	-5	1	11	-3	32	-0.1	-18
COc1ccccc1NC(=S)NCCc1ccc(F)cc1	6	4	3	-4	1	6	-4	1	-0.7	-9
Cc1cc(C)cc(NC(=O)C2CCN(C(=O)c3cccs3)CC2)c1	6	24	5	5	-3	22	2	15	-0.4	-31
O=C(c1ccc(S(=O)(=O)c2ccc(Cl)cc2)cc1)N1CCOCC1	1	-1	1	0	-9	-1	0	-17	-0.1	-11
c1csc(-c2nc3ccccc3s2)c1	-3	27	-1	15	4	14	-1	-148	3.8	-36
CC(=O)NC(=S)Nc1ccc(N2CCOCC2)c(S(=O)(=O)Nc2cc(Cl)ccc2Cl)c1	-2	-2	1	1	1	32	-3	10	-0.5	10
CCN(C(=O)c1cc2ccccc2oc1=O)c1cccc(C)c1	-11	-10	-3	-1	4	17	5	-11	0.4	-14
CC#CC[N+](C)(CC#CC)CC(=O)c1ccccc1	-1	-5	0	-4	-5	4	-2	-12	-1.5	-24
CS(=O)(=O)Nc1ccccc1Oc1ccccc1	0	-11	-3	-1	-8	-2	-4	-4	-0.2	-4
CCc1ccccc1NC(=O)CNC(=O)c1cccc(S(=O)(=O)N2CCN(Cc3ccccc3)CC2)c1	0	-5	1	9	/	9	/	10	-0.5	/
CS(=O)(=O)N1CCN=C1SCc1ccc(Br)cc1	-2	2	2	-11	3	2	-3	-21	0.2	-31
Cc1c(Cc2ccccc2)c(=O)oc2cc(OCC(=O)N[C@@H](Cc3ccccc3)C(=O)O)ccc12	-5	0	2	-4	4	20	-5	1	0.0	-10
O=C(COC(=O)c1cccc(S(=O)(=O)N2CCCC2)c1)NCc1ccccc1	-1	1	0	-3	-3	27	2	-11	-0.2	-15
Cc1ccc(Nc2oc(C)nc2C#N)cc1	2	9	-1	2	-2	21	-4	-50	0.8	-31
Cc1cc(C2C(C#N)=C(N)OC3=C2C(=O)CC(C)(C)C3)c(C)s1 (stereo unspecified)	0	2	0	-1	5	30	5	8	0.0	15
O=C(NCC1CCCO1)C1CCCCN1S(=O)(=O)c1ccc(F)cc1 (stereo unspecified)	-3	-2	1	-2	-2	18	0	1	-0.1	-10
O=C(N/N=C\c1ccc2c(c1)OCO2)c1ccc(Cn2cc(Br)c([N+](=O)[O-])n2)o1	1	18	0	10	0	19	-4	-11	0.4	-29
CC(=O)Nc1ccc(NC(=O)C2CCCN2S(=O)(=O)c2cccc(C(F)(F)F)c2)cc1 (stereo unspecified)	2	-17	-1	-1	3	4	-6	-1	-0.2	-12
Cc1ccc(NC(=O)N(CCCN2CCOCC2)Cc2cc3cc4c(cc3[nH]c2=O)OCO4)cc1	2	6	-6	5	3	10	-1	3	1.0	-10
Cn1c(SCC(=O)NCc2ccccc2)ncc(C(=O)Nc2ccccc2)c1=O	-1	-6	-3	4	/	9	/	-11	-15	/
CCOc1cc(C(=O)NCc2ccc(C)cc2)ccc1OCC(=O)N1CCOCC1	-2	2	1	0	-6	9	0	3	0.3	-25
Other records.
SMILES	GSK3A inh	HSF1 activator	GSK3beta inhib	HSF1 inh	IEC-6 tox	AI-2 QS mod	HSP90 inh	aSyn UTR inh	HIF activator	KLF5 inh
CC(CCc1ccccc1)NC(=O)/C=C/c1ccc(Cl)cc1 (stereo unspecified)	-1	1	2	-1	6	27	1	1	-0.8	-18
O=C(/C=C/Nc1ccc(F)cc1F)c1ccco1	0	28	1	9	-3	9	5	24	0.0	18
COc1cccc(-n2c(CN3CCN(c4ccccc4)CC3)nc3ccc([N+](=O)[O-])cc3c2=O)c1	0	12	3	4	0	-8	7	0	-6.7	-15
O=S(=O)(Nc1ccc(F)cc1)N1CCCCCC1	0	-4	-1	-3	2	20	2	-17	0.7	-14
CCN1C(=NCC2CC2)N[C@@H](c2cccc(C(F)(F)F)c2)C(C(=O)OC)=C1C	4	0	-1	-7	8	9	3	-14	0.1	-15
COc1ccc(OCC(=O)Nc2ccc(S(=O)(=O)N3CCCCC3)cc2)cc1	-3	-5	-1	-7	-7	4	-1	-14	0.9	-13
